Compound activity as filed in PubChem BioAssay.
TcdB inh: TcdB glycohydrolase inhibition. inhibition, % at 9.99 µM. TcdB glycohydrolase enzymatic assay, plate reader. AID 652162. P18177. 350,000 tested, 0.24% active; in the data active means inhibition above about 10%
Rv3671c protease: Rv3671c (M. tuberculosis) protease inhibition; P9WHR9; inhibition, % at 5.96 µM; 320,000 tested, 0.048% active; in the data active means inhibition above about 38%;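 further: extracellular domain of Rv3671c used as enzyme; 0% = enzyme with DMSO and 100% = no enzyme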
Target sequence (P9WHR9 whole entry, looked up, the tested form may be a part): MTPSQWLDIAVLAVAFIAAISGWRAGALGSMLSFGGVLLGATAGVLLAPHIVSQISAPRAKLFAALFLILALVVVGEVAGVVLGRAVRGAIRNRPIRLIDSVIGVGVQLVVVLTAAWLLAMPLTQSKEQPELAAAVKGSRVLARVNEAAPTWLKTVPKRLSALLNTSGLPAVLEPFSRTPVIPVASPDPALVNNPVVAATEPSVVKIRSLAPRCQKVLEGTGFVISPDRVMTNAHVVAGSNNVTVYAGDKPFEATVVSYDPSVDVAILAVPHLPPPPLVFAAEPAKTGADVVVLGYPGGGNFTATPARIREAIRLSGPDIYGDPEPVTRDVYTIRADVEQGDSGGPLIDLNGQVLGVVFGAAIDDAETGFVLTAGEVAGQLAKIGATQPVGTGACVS
3CLpro inhibitor: SARS-CoV 3CLpro protease inhibition. P0C6X7. AID 1706. 290,000 tested, 0.14% active. recombinant SARS-CoV 3CLpro, quenched FRET peptide cleavage. inhibition, % at 6 µM; in the data active means inhibition above about 12%
CCHF vOTU inh: CCHFV vOTU protease inhibition; Pep-AMC fluorescence; inhibition, % at 11.5 µM; 370,000 tested, 0.55% active; AID 651958; in the data active means inhibition above about 30%; further: 0% = vehicle wells with enzyme and 100% = no enzyme wells
PriA SSB inh: inhibitors of Klebsiella pneumoniae PriA binding to SSB C-terminal tail; inhibition, % at 33 µM; AlphaScreen SSBct-PriA binding, biotinylated peptide; AID 1272365; 430,000 tested, 0.6% active; in the data active means inhibition mostly above about 37%, no sharp cut-off; inactive means mostly below about 20%;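 further: plate controls were negative control peptide for no effect and reference peptide for full effect; strong numbers were not always called active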
DUSP3 inh: DUSP3 (human) phosphatase inhibition; 290,000 tested, 0.52% active; inhibition, % at 13.3 µM; recombinant VHR phosphatase, pNPP absorbance; in the data active means inhibition above about 50%; further: some compounds called inactive have numbers as strong as hits
Target sequence (P51452 whole entry, looked up): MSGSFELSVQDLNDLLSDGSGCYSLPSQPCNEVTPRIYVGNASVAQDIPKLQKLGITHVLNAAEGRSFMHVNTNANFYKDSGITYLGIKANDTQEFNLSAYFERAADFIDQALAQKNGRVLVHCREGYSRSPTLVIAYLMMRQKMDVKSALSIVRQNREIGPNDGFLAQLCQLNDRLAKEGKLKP
Y pestis TopoI: inhibitors of Yersinia pestis topoisomerase I; AID 504884; 360,000 tested, 0.064% active; activity, % at 10 µM; Y. pestis Topo-I cleavage product accumulation, plate reader; in the data active means activity above about 50%, passing the limit was not always enough; further: inactives centre near 2
MazEF act: activators of E. coli MazEF toxin-antitoxin RNase. P0AE70. FAM/BHQ RNA-DNA oligo cleavage fluorescence, 5 h. activation, % at 20 µM. 350,000 tested, 0.32% active. AID 504720; in the data active means activation above about 50%
Target sequence (P0AE70 whole entry, looked up): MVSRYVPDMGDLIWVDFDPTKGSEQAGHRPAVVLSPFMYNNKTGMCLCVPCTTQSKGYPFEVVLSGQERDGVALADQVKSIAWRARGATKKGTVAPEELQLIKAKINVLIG
PrPC TRFRET: inhibitors of human cell surface prion protein PrPC; P04156; TR-FRET read-out; inhibition, % at 13.8 µM; 370,000 tested, 0.43% active; in the data active means inhibition above about 24%; further: 0% = median of the test wells and 100% = reference compound wells
Vc quorum ag: inducers of Vibrio cholerae quorum light production without autoinducers | V. cholerae BH1578 lux reporter, luminescence, 6 h | 350,000 tested, 0.16% active | activation, % at 18.7 µM; in the data active means activation mostly above about 9.7%, no sharp cut-off; further: not every result past the cut was called active; inactives centre near 0; reference of the scale not given here
Numbers without * were called inactive; i = inactive; · = not tested or not shown; & = joins results of further samples.

Order of values – TcdB inh	Rv3671c protease	3CLpro inhibitor	CCHF vOTU inh	PriA SSB inh	DUSP3 inh	Y pestis TopoI	MazEF act	PrPC TRFRET	Vc quorum ag
- CC(C)(C)c1ccc(NC(=O)COC(=O)C2(C)CC2(Cl)Cl)cc1 (stereo unspecified)
    2.3	1	2	22	-10	2	-1	-7	7	-0.3
- Cc1ccccc1NC(=O)Cc1nc(COC(=O)/C=C/c2ccccc2)cs1
    0.3	0	·	-4	1	·	48	-12	11	-1.3
- COc1ccc(/C=N/NC(=O)CN(C2=NS(=O)(=O)c3ccccc32)c2ccccc2)cc1OC
    ·	-3	0	-12	·	-4	12	4	7	i
- COc1cc(/C=C2/NC(=O)N(c3cccc(Cl)c3)C2=O)ccc1O
    0.7	-9	-1	9	10	11	-5	1	4	-0.3
- COc1cccc(OCC(=O)NNC(=O)Cc2cccs2)c1
    1.3	2	1	-11	-10	7	-5	6	8	-0.2
- CCCC(=O)Nc1cc(C)c(NC(=O)C23CC4CC(CC(C4)C2)C3)cn1
    ·	-3	0	9	-15	32	4	-3	2	-0.3
- O=[N+]([O-])c1cccnc1N1CCN(c2ccccc2F)CC1
    -0.1	7	7	-6	35	32	10	2	-14	1.5
- O=C1OCCC1Sc1nnc(-c2ccc(O)cc2)o1 (stereo unspecified)
    ·	3	-1	13	2	-4	-6	3	1	i
- O=c1c2ccccc2nc(/C=C/c2ccc(O)cc2)n1CCc1ccccc1
    ·	-25	2	-7	-16	11	-3	17	-11	i
- CCOC(=O)N1CCN(C(=O)CC(C(=O)N2CCc3ccccc32)n2ccnc2)CC1 (stereo unspecified)
    ·	0	-3	7	-18	7	5	2	0	-0.2
- Cc1ccc(-c2csc3ncnc(NCCN4CCOCC4)c23)cc1
    ·	2	0	7	2	38	24	-6	2	i
- Cc1c(-c2ccc(F)cc2)[n+](=O)c(-c2ccc(F)cc2)c(C)n1[O-]
    ·	2	-7	-14	-10	-19	-1	8	-5	7.1
- CC(=O)Nc1nc2cc(C(N)=O)ccc2s1
    -3.0	-16	·	17	-4	·	0	-4	4	-1.6
- c1cc2c(cc1C1CCCCC1)c1c3n2CCN=C3CCC1
    ·	-6	2	-5	22	22	-5	9	-5	i
- Cc1cc(-c2ccc(C)c(S(=O)(=O)NCCc3ccco3)c2)on1
    0.8	-14	2	13	7	12	3	3	-2	i
- CCN(CC)CCN(C)C1CCC(c2ccccc2)CC1 (stereo unspecified)
    -0.5	-2	0	-2	-13	6	-1	-5	2	-0.3
- COc1ccccc1CN1CC(C(=O)NCCn2ccc(C)n2)CCC1=O (stereo unspecified)
    -0.2	-6	8	-1	-13	-9	2	2	3	i
- COc1ccc(-c2csc(N(CCc3ccccc3)C(=O)COc3ccccc3)n2)cc1
    ·	-11	0	1	1	-1	3	-9	-3	-0.3
- Cc1cccc(Cc2c(C)nc3nc(SCC(=O)O)nn3c2C)c1
    0.1	5	3	-6	-14	12	5	1	-2	-1.6
- Cc1ccccc1CNC(=O)CC1C(=O)NCCN1Cc1c(F)cccc1Cl (stereo unspecified)
    -0.2	-3	6	-5	-2	16	10	7	0	0.2
- CC(C)(C)Cc1c(-c2ccc(Cl)cc2)nc2ccc(Cl)cn12
    0.4	·	·	9	·	·	7	-6	0	i
- CC(C)(C)OC(=O)NC(Cc1ccccc1)C(=O)NCCCC(=O)O (stereo unspecified)
    1.0	7	1	-6	-14	13	-3	3	-2	-0.3
- COC(=O)C1C(C(=O)O)C2(Cl)C(Cl)=C(Cl)C1(Cl)C2(Cl)Cl (stereo unspecified)
    1.8	·	·	3	-4	·	2	2	-9	i
- COc1ccc(Cl)cc1CC=NNC(=O)c1cccc(C)c1O
    0.5	·	·	2	-13	·	-5	5	-3	i
- CC(C)CCNC(=O)c1cccc(Cl)c1
    ·	5	-2	13	1	5	3	8	5	i
- CC(CCc1ccc(O)cc1)N(C)CCc1ccccc1 (stereo unspecified)
    ·	-1	-1	-1	-11	-6	1	3	-4	i
- COc1cccc(C(=O)O/N=C(\N)c2ccccn2)c1OC
    2.1	-6	2	-3	i	·	6	8	-6	-0.3
- CC(=O)Nc1ccc(S(=O)(=O)Nc2nc3ccccc3nc2Nc2ccc3ccccc3c2)cc1
    0.3	-1	4	2	-7	3	-8	1	-4	-0.1
- Cc1ccc(CNC(=O)C(=O)NCCCn2ccnc2)cc1
    -1.4	-4	2	1	-8	·	3	7	-2	0.9
- Cn1cc(CN2CCC(C(=O)Nc3ccc(Oc4ccccc4F)cc3)CC2)cn1
    1.7	-3	-4	6	-6	11	-7	8	-13	-1.2

Entries of single compounds, looked up by structure. Order of screens: TcdB inh, Rv3671c protease, 3CLpro inhibitor, CCHF vOTU inh, PriA SSB inh, DUSP3 inh, Y pestis TopoI, MazEF act, PrPC TRFRET, Vc quorum ag
Listed for `Cc1ccc(CNC(=O)C(=O)NCCCn2ccnc2)cc1` = -1.4, -4, 2, 1, -8, ·, 3, 7, -2, 0.9
Listed for `O=c1c2ccccc2nc(/C=C/c2ccc(O)cc2)n1CCc1ccccc1` = ·, -25, 2, -7, -16, 11, -3, 17, -11, i
Listed for `Cc1ccccc1NC(=O)Cc1nc(COC(=O)/C=C/c2ccccc2)cs1` = 0.3, 0, ·, -4, 1, ·, 48, -12, 11, -1.3
Listed for `Cc1c(-c2ccc(F)cc2)[n+](=O)c(-c2ccc(F)cc2)c(C)n1[O-]` = ·, 2, -7, -14, -10, -19, -1, 8, -5, 7.1

(continued)
Order of values – TcdB inh	Rv3671c protease	3CLpro inhibitor	CCHF vOTU inh	PriA SSB inh	DUSP3 inh	Y pestis TopoI	MazEF act	PrPC TRFRET	Vc quorum ag
- O=C(C1CCN(c2nnc(-n3cccc3)s2)CC1)N1CCCCC1
    1.7	-3	8	-7	-2	-4	1	-1	-2	-0.1
- CCOC(=O)C1(Cc2ccccc2C(F)(F)F)CCN(C2CCN(C(C)=O)CC2)CC1
    1.2	-4	4	-4	-3	13	-1	1	-2	-0.2
- COc1ccccc1NC(=O)NCCC1=CCCCC1
    1.0	1	3	0	-2	25	7	5	4	-0.2
- COc1ccc(C(=O)N2CCC(C(=O)O)CC2)c2ccccc12
    -2.7	-11	-4	3	-4	14	-4	-35	-4	-0.1
- O=C(COc1ccccc1)N1CCN(c2ccccc2)CC1
    0.5	2	1	-1	-9	4	0	-4	-5	i
- O=C(NCC(c1cccs1)N1CCOCC1)c1cccc(S(=O)(=O)Nc2ccc(F)cc2)c1 (stereo unspecified)
    0.3	·	·	9	-4	·	8	0	0	i
- CCCN1C(=O)/C(=C2\SC(N3CCCCC3)=NC2=O)c2ccccc21
    ·	8	-3	7	-11	25	23	6	-16	4.5
- CNC(=O)COC(=O)c1ccc(Cl)c(S(N)(=O)=O)c1
    -0.2	2	-4	-17	-5	24	2	-6	-1	-2.4
- COc1cccc(CN(C)C[C@@H]2OCc3cnnn3CCCC(=O)N([C@H](C)CO)C[C@H]2C)c1
    0.0&0.0	·	·	-8	·	·	-3	0	2	-0.2
- COCCNC(=O)c1ccc2nc(Cc3ccc(OC)c(OC)c3)oc2c1
    3.3	-7	-6	-2	-5	1	0	2	-6	i
- CC(=O)Nc1ccc(S(=O)(=O)N2CCSC2c2ccc(C)cc2)cc1 (stereo unspecified)
    ·	-7	2	8	10	15	1	-8	7	0.5
- COC(=O)c1[nH]c2cccc(C)c2c1NC(=O)CN1CCN(c2ccccc2OC)CC1
    ·	-1	-5	2	0	-12	1	0	-4	-0.4
- CCNc1ccc(Br)cc(C(=O)/C=C/c2ccccc2Cl)c1=O
    ·	12	-2	14	4	·	1	-14	-8	i
- O=C(c1cc(-c2ccccc2Cl)nc2ccccc12)N1CCOCC1
    -3.6	-1	-5	-10	-5	18	-3	-1	5	0.6
- O=C(Cc1c[nH]c2ccccc12)N/N=C/c1ccc(F)cc1
    ·	0	-3	-11	·	38	-1	2	1	-0.3
- CC1CCCN(C(=O)COC(=O)CNC(=O)c2ccc(Br)cc2)C1 (stereo unspecified)
    0.3	4	·	10	-6	·	11	10	-1	i
- CCn1c2ccccc2c2cc(NC(=O)C(=O)NCC3CCCO3)ccc21 (stereo unspecified)
    0.9	2	-8	-12	-2	22	-8	3	8	-0.2
- COc1ccc(SC[C@H](C)CN2CC[C@H](C(C)(C)C)CCC2=O)cc1
    0.8	0	·	12	-3	·	19	-10	-1	-0.5
- CC1(C)C=C(c2ccc(C=O)s2)CC(C)(C)N1C=O
    -0.3	-6	3	8	-3	-20	-1	2	-3	-0.1
- CCn1c(SCC(=O)Nc2ccc(S(=O)(=O)Nc3onc(C)c3C)cc2)nnc1-c1ccccc1
    ·	-1	-5	11	-1	30	15	-5	-3	-6.2
- N=C(N)SCCN
    0.5	6	·	11	4	·	13	2	-2	i
- Cc1cccc(C(=O)NCCC(=O)Nc2ccc(C#N)cc2)c1
    3.4	10	0	-3	-12	18	7	-7	3	-0.5
- CCn1c(C)cs/c1=N\C(=S)Nc1ccccc1C
    ·	7	2	-10	·	-2	2	8	7	0.2
- COc1ccc(N2CCN(C(=O)CCCn3nnnc3CN3CCOCC3)C(C)C2)cc1 (stereo unspecified)
    0.2	-10	-1	0	2	19	-3	-3	4	i
- CSc1ccc(/C=C/c2cc(=O)c3ccccc3[nH]2)cc1
    ·	6	4	-27	-19	1	2	-17	-5	i
- NC(Cc1ccc(C(F)(F)F)cc1)c1csc(Nc2cc(NCc3ccco3)ncn2)n1 (stereo unspecified)
    0.2	·	·	0	·	·	-13	·	7	-0.7
- OCCNc1c2ccccc2nc2ccccc12
    1.5	-1	2	-57	-4	-1	-17	7	-8	-0.4
- Cc1cccc(N(CC(=O)NCC2CCCO2)C(=O)CNS(=O)(=O)c2ccc(Cl)cc2)c1 (stereo unspecified)
    -2.7	-1	-3	9	5	19	8	13	4	-0.3
- NC(=O)CNC(=O)[C@@H]1CC2(CC(c3cccc(Br)c3)=NO2)CN1C(=O)c1ccc(Br)cc1 (stereo partly specified)
    -0.9	-8	-3	-3	11	24	19	5	-6	i
- Cc1ccc(S(=O)(=O)CCC(=O)OCC(=O)N2c3ccccc3CC2C)cc1 (stereo unspecified)
    1.2	-4	·	-4	-12	·	25	-3	3	i
- COc1cccc(CC(=O)Nc2cc(S(=O)(=O)N3CCOCC3)ccc2OC)c1
    1.7	·	·	-2	-8	·	1	2	1	i
- Cc1ccc(-c2nc3ncccc3o2)cc1NC(=O)COc1ccccc1
    -0.7	3	2	-8	-6	30	-2	4	-5	-4.5
- CC(C)(C)S(=O)N1Cc2cc(CO)ccc2[C@H]1CCO (stereo partly specified)
    0.2	·	·	5	·	·	7	-1	-6	-2.4
- Cc1ccccc1CN1CCCN(Cc2ccc(Cl)cc2)S1(=O)=O
    0.6	4	3	-8	-6	14	-3	0	-3	0.9
- COCCNC(=O)c1ccccc1NC(=O)CSc1ccc(C)cc1
    1.0	7	-2	2	-11	13	34	1	-3	-0.3
- Cc1ccc2nc(SCC(=O)NCc3ccco3)c(C#N)cc2c1
    ·	-14	-2	-9	-1	17	5	-14	-5	2.9
- COc1ccc(S(=O)(=O)N2CCN(c3ccccn3)CC2)c(OC)c1
    -2.1	3	-1	3	1	30	9	7	7	0.7
- Cc1ccccc1-n1c(-c2ccc3ccccc3n2)n[nH]c1=S
    1.1	-8	-2	-3	0	9	-4	4	7	-0.1
- O=C(c1cc2cc(F)ccc2[nH]1)N1CCN(C(=O)c2ccco2)CC1
    -0.3	-7	0	-6	-2	-9	-5	8	3	i
- CCOC(=O)/C(N=Nc1c(C)n(C)n(-c2ccccc2)c1=O)=C(/O)c1ccccc1
    1.3	-6	0	-13	-12	-9	7	8	-2	0.2
- Cc1oc(-c2ccccc2)nc1CS(=O)CC(=O)N1CCc2ccccc2C1 (stereo unspecified)
    0.8	0	-3	1	5	-2	19	2	-10	-0.9
- Cc1ccccc1C(=O)N=c1ccn(-c2nc3ccccc3nc2NS(=O)(=O)c2ccc(F)cc2)cc1
    1.8	-1	8	7	6	6	33	-5	-9	i
- C/C(=N\NS(=O)(=O)c1ccc(Br)cc1)c1ccncc1
    2.4	-2	-7	3	·	-11	-1	5	6	-1.7
- COc1ccc(-c2[nH]nc3c2C(c2ccoc2)C(C#N)=C(N)O3)cc1 (stereo unspecified)
    ·	-13	3	10	-5	8	-11	0	-4	-0.2

These rows are one share of the data. The share of hits here may be higher or lower than overall.
